NTR1 ag = agonists of NTR1, primary screen, imaging, U2OS cells, beta-arrestin-GFP, high content (AID 493036); NTR1-U2OS beta-arrestin-GFP spot imaging, agonist mode; activation, % at 20 µM; hit rate 0.17% among 330,000;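 active = activation at or above 40% of the spot to cytoplasm intensity ratio, with at least 20 cells analyzed; inconclusive = wells under 20 cells, flagged as cytotoxic or low count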;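 note: 0% = DMSO without peptide and 100% = 100 nM NTR1 peptide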
Target sequence (P30989 whole entry, looked up): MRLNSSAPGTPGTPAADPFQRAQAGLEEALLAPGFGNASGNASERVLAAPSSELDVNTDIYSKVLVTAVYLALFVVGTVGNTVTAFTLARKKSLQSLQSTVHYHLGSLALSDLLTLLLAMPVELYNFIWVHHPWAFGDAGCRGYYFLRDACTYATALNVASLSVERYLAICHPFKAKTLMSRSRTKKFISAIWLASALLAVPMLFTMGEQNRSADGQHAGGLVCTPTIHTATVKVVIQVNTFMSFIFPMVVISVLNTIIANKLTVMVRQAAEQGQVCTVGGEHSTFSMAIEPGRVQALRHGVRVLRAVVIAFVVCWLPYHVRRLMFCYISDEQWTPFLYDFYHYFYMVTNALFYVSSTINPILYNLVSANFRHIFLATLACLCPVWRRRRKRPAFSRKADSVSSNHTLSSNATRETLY
TNAP activators = stimulation of alkaline phosphatase TNAP activity – biochemical, luminescent, no phosphate acceptor, uHTS, primary screen (AID 1001). purified TNAP, luminescent activation assay, no phosphate acceptor; higher activation fold means a stronger effect. activation fold at 20 µM; hits with a dose series show EC50 in µM. hit rate 0.03% among 200,000; in the data active = activation fold from about 3, or a potency from the dose series; inactive = the rest, 99 in 100 with activation fold below about 1.6; note: many of its hits are not listed in these tables
PhoP inhibition = PhoP-dependent GFP reporter repression – Salmonella Typhimurium, primary screen (AID 1863); hit rate 0.16% among 300,000; S. Typhimurium PhoP-regulated promoter GFP reporter, 4 h; higher % means a stronger effect; inhibition, % at 50 µM; hits with a dose series show IC50 in µM;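 active = inhibition over 29.93%, a cutoff 3 SD above the screen mean, later confirmed by dose response; inconclusive = inhibition over 29.93% but no dose response follow-up; inactive = inhibition at most 29.93% or unconfirmed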;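 note: 0% = low Mg2+ inducing control and 100% = high Mg2+ repressing control; strong numbers were not always called active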
T cell HTS = T cell immune modulators affecting CD8 T cell-vesicle binding. AID 2052. 2C CD8+ T cell-vesicle binding, flow cytometry; active compounds read low. hit rate 0.068% among 330,000. calls only at 7 µM;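 active = response, share of CD8 T cells binding vesicles, and their 90th percentile fluorescence all below set limits, cut at about 80% in these data, passing the limit was not always enough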
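Assay system – 2C mouse CD8+ T cells · Also added – QL9-loaded Drosophila micro-vesicles · Timing – Cell–vesicle co-incubation 1.5 h at 37 °C, staining 20 min on ice · Signal – flow cytometry of vesicle-bound cells · Measure – percent CD8+ FL2 mean versus row control · Controls – Peptide-free naked vesicles (low) and QL9 vesicles with 0.7% DMSO vehicle (high)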
Myeloid diff MLP = myeloid differentiation induction. ER-HoxA9 myeloid progenitors, lysozyme-GFP differentiation, flow cytometry. calls only at 10 µM. hit rate 1% among 360,000. AID 624256;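 active = normalized GFP-positive differentiation at or above the plate's own cutoff, the solvent-only control mean plus 3 SD; inconclusive = no clear call, values can overlap the other calls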;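 note: cells exposed to compound for four days before flow analysis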
K1F lysis inhibition = inhibition of K1F phage lysis, E. coli UTI89, bacterial capsule biogenesis inhibitors, alamar blue (AID 488966); E. coli UTI89 K1F phage lysis, alamar blue, 2 h; higher % means a stronger effect; one-dose inhibition, % at 100 µM; IC50 in µM for titrated hits; hit rate 0.02% among 340,000;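 active = phage lysis inhibition, versus mean bacterial control, above a set limit; inconclusive = no clear call, values can overlap the other calls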;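 note: capsule biogenesis inhibitors block K1F phage lysis so surviving cells raise fluorescence; higher fluorescence means more inhibition of phage lysis; actives were called in the ten point dose series up to 300 µM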
MgcRacGAP inhibition = MgcRacGAP GTPase-activating activity inhibitors, confirmation, biochemical, ADP Hunter fluorescence. MgcRacGAP-stimulated Rac1 GTP hydrolysis, ADP Hunter fluorescence; higher % means a stronger effect; GST-tagged Rac1 F28L mutant substrate. inhibition, % at 30 µM, or IC50 in µM where a hit was titrated. hit rate 0.6% among 340,000. AID 624330;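 active = first-screen hits whose inhibition reached a set limit at any dose in the follow-up dose series; inconclusive = inhibition above the set first-screen limit but never retested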;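 note: fluorescence reports GDP produced by GAP-driven GTP hydrolysis; strong numbers were not always called active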
RSV CPE inhibition = inhibition of RSV-induced cytopathic effect – HEp-2 cells, primary 10 µM value included (AID 2391); CPE inhibition, % at 10 µM, or IC50 in µM where a hit was titrated; hit rate 0.13% among 310,000; HEp-2 cells, RSV-induced CPE inhibition; higher % means a stronger effect; in the data active = a potency from the dose series; inconclusive = CPE inhibition mostly from about 23% at the one dose, without a potency; inactive = the rest, 99 in 100 with CPE inhibition below about 21%; note: strong numbers were not always called active
Large T inhibition = SV40 large T antigen inhibitors, biochemical (AID 1903) | SV40 large T antigen ATPase/helicase inhibition assay; higher % means a stronger effect | inhibition, % at 20 µM, or IC50 in µM where a hit was titrated | hit rate 0.39% among 310,000; in the data active = a potency from the dose series; inconclusive = inhibition mostly from about 32% at the one dose, without a potency; inactive = the rest, 99 in 100 with inhibition below about 32%; note: strong numbers were not always called active
T cell HTS vesicle-bound % = also measured in T cell HTS; calls as there; double positive events, %; measured here: CD8+ vesicle-bound cell fraction;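 binding gate set so that unloaded-vesicle control wells show 10% double positive cells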
NTR1 ag cell count 20 µM = further read-out of NTR1 ag, marked with its call; cell count; measured here: cell count, cytotoxicity flag
Myeloid diff MLP GFP+ MAC1+ % = also measured in Myeloid diff MLP; calls as there; GFP+ MAC1+ double positive, %; measured here: differentiation confirmed by MAC1 staining
Starred values were filed as active, the others as inactive; i = inactive; ? = inconclusive; . = not tested or not shown; [ ] = remark or other dose. No enrichment for hits. Share with any hit: about 2.3%.

Each structure is followed by: NTR1 ag	NTR1 ag cell count 20 µM	TNAP activators	PhoP inhibition	T cell HTS	T cell HTS vesicle-bound %	Myeloid diff MLP	Myeloid diff MLP GFP+ MAC1+ %	K1F lysis inhibition	MgcRacGAP inhibition	RSV CPE inhibition	Large T inhibition
1. Cc1ccc(-n2nnnc2SCC(N)=O)c(C)c1
  0.8	74	1.1	-1%	i	9	i	8.0	1.8%	7%	1.4%	10%
2. CC(C)c1nc(CNC(=O)CCc2nnc(-c3ccsc3)o2)cs1
  0.3	48	1.1	-1%	i	39	i	0.3	0.9%	2%	0.2%	5%
3. Cc1ccc(S(=O)(=O)NC(C)C(=O)NC2CC2)cc1 (stereo not given)
  -1.1	61	.	4%	i	21	i	0.3	-0.1%	8%	0.6%	8%
4. O=C(Cn1cc(C(F)(F)F)ccc1=O)Nc1cc(S(=O)(=O)N2CCOCC2)ccc1Cl
  2.1	42	1.1	-8%	i	44	i	0.8	2.8%	5%	2.2%	3%
5. COc1ccc2nc(NC(=O)c3ccccc3O)sc2c1
  4.7	46	.	4%	i	56	i	0.4	0.5%	3%	?	3%
6. O=C(CCNS(=O)(=O)c1ccc2c(c1)CCC(=O)N2)Nc1ccc2c(c1)OCCO2
  -0.8	80	1.1	9%	i	31	i	1.3	0.0%	-2%	0.0%	3%
7. CCSc1nc2c(cnn2-c2ccc(C)cc2)c(=O)[nH]1
  -0.1	92	1.1	4%	i	30	i	1.2	-0.6%	6%	11%	10%
8. COC(=O)c1sc(NC(=O)C2CCCCC2C(=O)O)c(C(=O)OC)c1C (stereo not given)
  -0.6	53	1.1	-8%	i	47	i	0.5	1.3%	12%	-1.6%	9%
9. COc1ccc(OC)c(C(=O)c2ccc(C(=O)O)cc2)c1
  0.1	84	1.1	-13%	i	16	i	0.5	0.2%	6%	-0.2%	4%
10. CC(=O)Oc1ccc(C(=O)Cc2ccccn2)c(O)c1
  1.8	44	1	1%	i	15	i	1.0	0.2%	-1%	1.1%	4%
11. Cn1cnnc1SCC(=O)Nc1ccc(Cl)cn1
  -0.6	28	1.1	-2%	i	34	i	0.2	-0.1%	8%	-0.7%	11%
12. Cc1cc(Cl)ccc1-n1c(-c2cccnc2)n[nH]c1=S
  0.5	35	.	-5%	i	58	i	0.8	0.9%	8%	0.0%	8%
13. O=C(NCCc1ccccc1)/C(=C\c1ccccc1)NC(=O)c1ccco1
  -0.5	53	.	-1%	i	50	i	0.3	0.8%	7%	0.6%	15%
14. O=C(COC(=O)/C=C/c1ccc(OC(F)F)cc1)Nc1ccc(S(=O)(=O)N2CCCC2)cc1
  -0.4	51	1.1	-6%	i	25	i	0.4	2.2%	7%	0.3%	9%
15. Cc1cc(NC(=O)COC(=O)C2=COCCO2)c([N+](=O)[O-])cc1C
  -0.1	58	1.1	-8%	i	22	i	0.7	0.2%	4%	7.0%	3%
16. COCC(=O)Nc1nnc(Cc2ccc(OC)c(OC)c2)s1
  -1.3	98	1.1	-7%	i	6	i	0.9	0.3%	6%	1.1%	1%
17. COc1ccc(N(CC(=O)NC(C)c2ccccc2)S(=O)(=O)c2ccc(C)cc2)cc1 (stereo not given)
  -1.1	46	.	3%	i	41	i	3.6	-0.4%	-16%	7.3%	4%
18. CCCOc1ccc(CN2CCOCC2)cc1OC
  0.9	63	.	-4%	i	17	i	0.2	2.1%[50 µM]	-2%	0.3%	8%
19. CC(C)S(=O)(=O)C1=NSC2=NC(=O)/C(=C\c3ccc(-c4cccc(C(=O)O)c4)o3)C(=N)N21
  .	.	0.9	3%	.	.	i	0.3	-0.6%	32%	.	20%
20. COc1ccc(NC(=O)CN2C(=O)CC(C)(C)S(=O)(=O)c3ccccc32)cc1
  -4.8	40	1.1	1%	i	23	i	1.0	-8.7%	4%	0.1%	0%
21. Cc1nc2ccccc2n1CC(=O)N/N=C\C=C\c1ccccc1
  0.1	64	1	44%	i	28	i	1.0	0.0%	5%	?	1%
22. COC(=O)C(C)Oc1ccc2c(c1)O/C(=C\c1cccc(Br)c1)C2=O (stereo not given)
  8.2	87	.	10%	i	29	i	0.9	0.2%[50 µM]	9%	0.8%	1%
23. COc1cccc(CNc2nccs2)c1O
  0.1	64	.	4%	i	7	i	0.6	-0.8%	19%	0.5%	5%
24. CCOC(=O)c1c(C)[nH]c(C(=O)CN2CC(C)OC(C)C2)c1C (stereo not given)
  1.0	55	1.1	-8%	i	13	i	0.6	2.0%	2%	2.0%	10%
25. CC(=O)C(Sc1ncnc2c1nnn2-c1ccc(F)cc1)C(=O)N(C)C (stereo not given)
  1.0	43	1.1	-13%	i	10	.	.	.	.	-0.6%	7%
26. CCOc1ccc(CNC(c2ccccc2)c2ccccc2)cc1
  1.2	59	.	4%	i	45	i	0.3	-0.3%	8%	1.6%	3%
27. CCCN(CC(=O)Nc1ccccc1C)C(=O)CCl
  -0.7	54	1	5%	i	13	i	0.8	-0.1%	10%	4.4%	5%
28. CC(C)C[C@H]1CN=C(N(C)C)N1CC(C)C
  -1.5	62	.	.	i	8	i	0.9	0.8%	5%	.	.
29. CCN(C(=O)c1cn(C)c(=O)c2cc(OC)c(OC)cc12)c1ccccc1C
  0.0	67	0.8	-4%	i	67	i	0.2	4.0%	11%	1.0%	1%
30. CCCn1nc(Oc2nc(N(C)C)nc(N(C)C)n2)ccc1=O
  0.3	57	1	-3%	i	36	i	0.5	-1.8%	-4%	-0.1%	10%
31. CN(c1ccc(C(=O)N2CCOCC2)cc1)S(=O)(=O)c1ccc(Cl)cc1
  0.7	51	.	-2%	i	69	i	0.8	-0.1%	6%	0.8%	0%
32. CC(C)c1ccc(S(=O)(=O)c2cn(Cc3ccc(F)cc3)c3cc4c(cc3c2=O)OCO4)cc1
  1.5	44	1	-1%	i	30	.	.	.	.	1.4%	7%
33. O=S(=O)(Nc1cccc(-n2cnnn2)c1)c1ccccc1F
  -0.5	63	.	3%	i	41	i	3.9	0.1%	7%	0.1%	7%
34. CC(Sc1n[nH]c(N)n1)c1nc2scc(-c3cccs3)c2c(=O)[nH]1 (stereo not given)
  0.2	50	1	8%	i	55	i	0.8	0.5%	2%	2.2%	9%
35. CCOc1cc(C2NC(=S)NC(C)=C2C(=O)Nc2ccccc2)ccc1O (stereo not given)
  -1.5	70	.	-4%	i	41	i	0.5	1.8%	13%	0.1%	13%
36. O=C(CSc1nnc(SCc2ccccc2)s1)N/N=C/c1ccc(C(=O)O)cc1
  0.7	43	.	-8%	i	35	i	0.4	0.0%	-10%	-0.7%	14%
37. O=C(c1ccc(=O)[nH]c1)N(Cc1ccco1)C1(C(=O)NC2CCCC2)CCCCC1
  2.4	57	1.1	0%	i	26	i	2.1	3.9%	9%	0.6%	17%
38. CCOc1ccc(NC(C)c2cc(Cl)ccc2O)cc1 (stereo not given)
  1.8	48	1.1	-2%	i	28	i	0.3	-0.5%	15%	0.3%	16%
39. Cc1ccnc(NC(=O)c2ccc(Cl)c(NC(=O)CCc3ccccc3)c2)c1
  -0.2	44	1.1	2%	i	64	.	.	.	.	-1.4%	4%
40. COC(=O)c1sc(NC(=O)/C=C/c2ccc(C)cc2)nc1C
  2.6	52	1.1	-12%	i	32	i	0.5	1.8%	10%	2.6%	9%
41. CC1CC(C)CN(S(=O)(=O)c2ccc(C(=O)NNC(=O)c3ccccc3F)cc2)C1 (stereo not given)
  -2.4	58	.	.	i	57	i	0.8	0.2%[50 µM]	3%	.	.
42. CCOc1ccc(-c2ccc(/C=C3/C(=N)N4C(C)=CSC4=NC3=O)o2)c([N+](=O)[O-])c1
  19	56	0.9	2%	i	49	i	1.9	1.0%[50 µM]	16%	6.3%	-7%
43. CC(C)(CNC(=O)CNC(=O)c1ccccc1F)N1CCOCC1
  1.2	78	.	.	i	38	i	0.4	0.7%[50 µM]	2%	1.8%	.
44. COCCNC(=O)c1ccc(NC(C)=O)cc1
  -1.9	65	1.1	-1%	i	28	i	1.1	-1.1%	6%	0.1%	0%
45. CN(CC(=O)Nc1ccc(F)cc1)C(=O)CSc1nnc(Cc2ccccc2)o1
  -2.6	54	.	.	i	6	i	1.2	1.0%[50 µM]	6%	.	.
46. COc1ccc(NC(=O)CSCC(=O)Nc2ccc(S(=O)(=O)N3CCCC3)cc2)cc1
  0.0	50	.	2%	i	9	i	0.7	-0.1%	4%	0.9%	7%
47. CC(=O)Nc1ccc(C(=O)OCC(=O)NCc2ccc(Cl)cc2)cc1
  1.4	43	1.2	0%	i	22	.	.	.	.	2.0%	15%
48. N#CC1(C#N)CC(C=O)=C(N)C1(C#N)CC(=O)C12CC3CC(CC(C3)C1)C2 (stereo not given)
  1.1	48	1.2	-3%	i	38	i	1.1	-1.7%	7%	7.4%	25%
49. COCCCNC(=O)c1cc2c(s1)CS(=O)(=O)C2
  1.9	44	1.1	-2%	.	.	i	1.2	2.0%	5%	2.0%	-1%
50. Cc1cc(C)c2c(-n3cccc3)n[nH]c2n1
  -1.3	38	0.3	-5%	i	43	i	1.1	0.2%	-5%	3.1%	4%
51. Cc1nnc(N/N=C\c2ccc(-c3cccc(C(=O)O)c3)o2)n1N
  -0.8	39	1.2	-3%	i	29	i	0.2	-0.8%	7%	-1.2%	8%
52. Cc1ccc(C(=O)Nc2ccc3c(c2)nc(CCNC(=O)c2ccco2)n3C)cc1
  0.0	55	.	-5%	i	30	i	0.4	-0.9%	5%	1.7%	3%
53. CCc1nnc(NS(=O)(=O)c2ccc(NC(=O)/C=C/c3ccccc3Cl)cc2)s1
  0.7	52	1.1	-14%	i	26	i	0.3	-0.8%	8%	6.8%	13%
54. CNc1ccc(Oc2c(F)c(F)nc(F)c2F)cc1
  0.5	94	.	-3%	i	51	i	0.4	0.0%	10%	4.6%	4%
55. COc1cc(NC(=O)c2cc3ccccc3cc2O)c(OC)cc1Cl
  13	108	.	0%	i	22	i	0.4	0.3%	16%	14%	-1%
56. O=C(c1ccccc1)N1CCN(c2ncccn2)CC1
  0.0	56	.	0%	i	37	i	0.6	3.8%	5%	2.2%	7%
57. O=C(COC(=O)/C=C/c1ccc([N+](=O)[O-])cc1)Nc1ccc(F)cc1
  -1.0	50	.	.	i	35	i	0.3	0.6%[50 µM]	2%	2.4%	.
